Bioassay records as filed in PubChem BioAssay.
Tb PFK inh: inhibitors of T. brucei phosphofructokinase. O15648. T. brucei PFK, ADP-Glo luminescence. Potency, µM (highest dose often 57.5 µM), without a hit: at the top dose activity, negative = inhibition, most hits filed as inhibitors. 330,000 tested, 0.17% active;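 note: potency is the fitted concentration of half-maximal effect; 0% = uninhibited 1x PFK enzyme wells and -100% = no-enzyme wells; nearly all actives have a fitted effect of over 60% in size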
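Activity is normalized to no-enzyme wells (full inhibition) and 1.25 nM enzyme wells (no inhibition). Reaction: 0.5 mM F6P, 0.1 mM ATP, 45 min RT, ADP-Glo luminescence; concentration-response curves fitted and classed by quality.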
BCR signal inh: chronic active BCR signaling inhibition; ABC-DLBCL IkBa-CBG/CBR reporter, luminescence ratio, 4 h; 340,000 tested, 0.05% active; Potency, µM (series often up to 46.1 µM), for the others: top-dose ratio change, negative = lower green/red ratio, actives largely listed as inhibitors; AID 493014; active = well fitted inhibition curve with a large enough effect in the signal ratio, with a control signal flat, not every such curve was filed as active; inconclusive = small, poorly fitted or top-dose-only effect, or effect the other way, or a change in a side signal; the % refers to the signal ratio;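 note: potency is the fitted concentration of half-maximal effect; plate controls were basal doxycycline-induced cells for no effect and cells given 10 µM MG132 for full effect; MG132 reads +100%, hits lower the ratio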
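Doxycycline induced both beetle luciferases in TMD8 lymphoma cells; IKK-driven degradation limits the IkappaBalpha-fused green signal, while red luminescence normalises for cell number and nonspecific effects. Compounds tested up to 46 uM, 4 hrs.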
uPA generation: inhibitors of cell surface uPA generation; Potency, µM (highest dose often 38.3 µM), without a hit: top-dose activity change, negative = inhibition, most hits filed as inhibitors; cell surface uPA generation assay, qHTS; 330,000 tested, 0.31% active; active = well fitted inhibition curve with a large enough effect; inconclusive = small, poorly fitted or top-dose-only effect; inactive = no such curve, though single readings can be large or run the other way; tested in mouse RAW 264.7 cells; note: potency is the fitted concentration of half-maximal effect; % is set by controls: 0 for no effect and ±100 for the full control effect; nearly all actives have a fitted effect of over 55% in size
USP2a inh: blocks human ubiquitin-specific protease USP2a. USP2 core, Ub-CHOP2 coupled fluorogenic reporter, 485/531. Potency, µM (doses to about 38.3 µM), for inactives: top-dose activity change, negative = inhibition, most hits filed as inhibitors. 330,000 tested, 0.01% active. O75604;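 note: potency is the fitted concentration of half-maximal effect; plate controls were DMSO wells for no effect and full inhibition by NEM control for full effect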
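Deubiquitinase activity read as fluorescence (485/531 nm) after Ub-CHOP2 cleavage activates the enterokinase reporter on its substrate; USP2 core 10nM, Ub-CHOP2 and substrate 25nM each, 30min compound preincubation then 60min RT; data normalized to NEM, curves fitted.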
TSHR antagonist: blocks TSH signaling through the human TSH receptor; P16473; TSHR-expressing cells, TSH-stimulated cAMP HTRF, 2 h; stronger effect = lower value; activity change, negative = inhibition, % at 11.5 µM; 330,000 tested, 0.2% active; AID 504810;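 active = activity change below a set negative limit, meaning inhibition stronger than a set level, cut at about -70% in these data; inconclusive = activity change between two set negative limits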; note: % is set by controls: 0 for no effect and ±100 for the full control effect
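Antagonism was scored as loss of TSH-driven cAMP in TSHR cells, stimulated with 4nM TSH (EC80) for 2 hours at 37 deg C and detected by homogeneous HTRF competition immunoassay.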
PTAP TSG101 blk: blocks PTAP/TSG101 interaction to inhibit HIV-1 budding. Q99816. 340,000 tested, under 10 active. Potency, µM (series often up to 115 µM), inactives show top-dose activity change, negative = inhibition, actives largely listed as inhibitors. Fluorescence polarization, FITC-PTAP peptide / Tsg101 binding; active = well fitted inhibition curve with a large enough effect in the main read-out, with a control signal flat, not every such curve was filed as active; inconclusive = small, poorly fitted or top-dose-only effect, or effect the other way, or a change in a side signal; inactive = no such curve, though single readings can be large or run the other way; note: potency is the fitted concentration of half-maximal effect; % of control where 0% means no effect
Target sequence (Q99816 whole entry, looked up): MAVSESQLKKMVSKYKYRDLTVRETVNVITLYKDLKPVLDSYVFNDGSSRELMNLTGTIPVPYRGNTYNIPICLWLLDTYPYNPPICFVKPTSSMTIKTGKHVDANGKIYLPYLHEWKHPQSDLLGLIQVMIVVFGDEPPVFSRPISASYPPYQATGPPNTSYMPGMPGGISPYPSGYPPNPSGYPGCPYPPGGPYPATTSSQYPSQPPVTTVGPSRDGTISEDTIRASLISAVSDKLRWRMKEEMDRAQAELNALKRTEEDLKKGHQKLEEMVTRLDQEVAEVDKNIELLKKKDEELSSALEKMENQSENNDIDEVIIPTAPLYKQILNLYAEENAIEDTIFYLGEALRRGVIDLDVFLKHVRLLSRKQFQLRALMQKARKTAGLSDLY
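Fluorescence polarization binding of Tsg101 binding domain (10 uM final) to FITC-labeled PTAP peptide (50 nM final) in HEPES pH 7.5 buffer with NaCl, Tween 20, EDTA, TCEP. Compounds added before peptide; binding 20 min at RT.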
B2AR arrestin: agonists driving beta-arrestin recruitment to human beta2-adrenergic receptor; 330,000 tested, 0.02% active; beta-arrestin recruitment to beta2AR, cell-based reporter; AID 492947; P07550; Potency, µM (titrated, usually from 46.1 µM), inactives show at the top dose activation, most hits filed as activators;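 note: potency is the fitted concentration of half-maximal effect; 0% = DMSO controls and full agonism = EC100 isoproterenol or metaproterenol; nearly all actives have a fitted effect of over 65% in size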
Eya2 phos inh: blocks the phosphatase activity of human Eya2. AID 488837. 330,000 tested, 0.006% active. O00167. recombinant Eya2, OMFP fluorescence dephosphorylation (OMFP is methylfluorescein phosphate). Potency, µM (doses to about 76.9 µM), without a hit: at the highest dose activity, negative = inhibition, most hits filed as inhibitors; note: potency is the fitted concentration of half-maximal effect; % is set by controls: 0 for no effect and ±100 for the full control effect
Target sequence (O00167 whole entry, looked up): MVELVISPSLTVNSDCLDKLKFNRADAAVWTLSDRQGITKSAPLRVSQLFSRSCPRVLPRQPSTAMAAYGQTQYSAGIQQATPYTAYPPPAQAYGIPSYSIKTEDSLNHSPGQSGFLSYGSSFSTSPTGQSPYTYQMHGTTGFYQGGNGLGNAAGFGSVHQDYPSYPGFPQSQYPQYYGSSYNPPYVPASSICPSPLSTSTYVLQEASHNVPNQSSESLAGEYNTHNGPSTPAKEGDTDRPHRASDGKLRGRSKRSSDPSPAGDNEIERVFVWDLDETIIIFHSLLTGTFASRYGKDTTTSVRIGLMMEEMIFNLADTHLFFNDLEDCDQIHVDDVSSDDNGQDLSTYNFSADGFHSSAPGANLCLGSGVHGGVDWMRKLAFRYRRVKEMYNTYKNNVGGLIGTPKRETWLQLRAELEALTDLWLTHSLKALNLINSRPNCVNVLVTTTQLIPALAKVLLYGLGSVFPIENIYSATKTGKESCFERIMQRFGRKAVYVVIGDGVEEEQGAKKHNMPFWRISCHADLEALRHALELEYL
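Eya2 (0.2 uM) preincubated 10 min at ambient with compound, then OMFP substrate added at 50 uM; 10 min reaction in 50 mM HEPES pH 7.5, 50 mM NaCl, 5 uM MgCl2, 0.05% BSA, 1 mM DTT. Fluorescence read at Ex 485/Em 525 nm.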
Mito fusion yeast: inhibitors of mitochondrial division or activators of mitochondrial fusion | AID 485298 | 320,000 tested, 0.23% active | S. cerevisiae fusion-defective mutant growth rescue, CellTiterGlo 48 h | Potency, µM (doses to about 46.1 µM), for inactives: at the top dose growth rescue (activation), most hits filed as activators;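 note: potency is the fitted concentration of half-maximal effect; % of control where 0% means no effect; nearly all actives have a fitted effect of over 45% in size; temperature-sensitive fusion mutants such as fzo1-1 at 37 °C on non-fermentable ethanol glycerol medium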
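Growth-rescue viability read-out: after 48 h at the non-permissive 37C in glycerol/ethanol YPEG, yeast mitochondrial fusion mutants are measured by CellTiterGlo luminescence; compounds (23 nl pinned per well) restoring growth score as division inhibitors or fusion activators.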
TCR activator: T cell receptor activation | primary human leukocytes, anti-CD3, IL-2 HTRF, 48 h | Potency, µM (doses to about 9.22 µM), inactives show top-dose activation of IL-2 secretion, most hits filed as activators | 330,000 tested, under 10 active | AID 504894; note: % of control where 0% means no effect
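IL-2 release read by HTRF sandwich (Eu cryptate donor, d2 acceptor, 665 nm emission) after 48 hr exposure of primary human leukocytes to compound together with anti-CD3 beads in the absence of co-stimulatory signals.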
ELG1 repair inh: inhibitors of ELG1-dependent DNA repair in HEK293T cells; 330,000 tested, 2.3% active; Potency, µM (highest dose often 46.1 µM), for inactives: at the top dose activity change, negative = inhibition, most hits filed as inhibitors; HEK293T ELG1-luciferase reporter, luminescence, 16 h; DNA damage induced by 5-fluorouridine; note: potency is the fitted concentration of half-maximal effect; % is set by controls: 0 for no effect and ±100 for the full control effect; nearly all actives have a fitted effect of over 55% in size
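In this reporter screen, reduction of luminescence relative to DMSO vehicle indicated activity. Compounds and 5-fluorouridine were added together to 2,000 cells per well, incubated for 16 hr at 37 °C, then developed with ONE-Glo.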
* marks the source's active call; other numbers are inactive results; ? = inconclusive; . = not tested or not shown; [ ] = dose if it differs, or a comment. Unless noted, calls come from the whole dose curve; as a rule, active = well fitted curve in the direction sought with a large enough effect; inconclusive = small, poorly fitted or top-dose-only effect, or another doubt; inactive = no such curve, though single readings can be large; an effect the other way counts as inactive or inconclusive.

entry	Compound	Tb PFK inh	BCR signal inh	uPA generation	USP2a inh	TSHR antagonist	PTAP TSG101 blk	B2AR arrestin	Eya2 phos inh	Mito fusion yeast	TCR activator	ELG1 repair inh
1	CCOC(=O)c1c(CN2CCN(Cc3ccccc3)CC2)n(C)c2cc(Br)c(OC)cc12	-2%	-4%	5%	-2%	7	-2%	0.2%	-18%	1%	4%	-5%
2	CSc1ncccc1C(=O)OCC(=O)Nc1cccc(S(=O)(=O)N2CCOCC2)c1	3%	?	0%	-2%	-22	-7%	-1.5%	3%	.	6%[46.1 µM]	?
3	Cc1cc(=O)oc2c(C)c(OC(C)C(=O)NCC(O)c3ccccc3)ccc12 (stereo unspecified)	-6%	-1%	0%	3%	-6	-2%	-0.2%	10%	-2%	-3%	-19%
4	CCOC(=O)N1CCN(S(=O)(=O)CCNC(=O)c2ccccc2)CC1	0%	?	4%	-3%	1	-3%	0.1%	-18%	0%	2%	10%
5	CN(C)/C=C/C(=O)c1cccc([N+](=O)[O-])c1	11%	-1%	5%	-8%	0	0%	0.0%	-5%	-2%	1%	23%
6	Cc1ccc2c(c1)N(CC(=O)NCCc1ccc(Cl)cc1)C(=O)c1cccnc1O2	0%	-13%	2%	0%	-2	0%	0.2%	-13%	5%	1%	-27%
7	C=C(C)Cn1c(C)cc(C)c(S(=O)(=O)c2ccc(C)cc2)c1=O	4%	5%	1%	0%	-6	0%	0.2%	-15%	4%	-6%	6%
8	Cc1ccc(S(=O)(=O)N2CCOCC2)cc1C(=O)OCC(=O)N1c2ccccc2NC(=O)C1(C)C	-1%	-12%	.	3%	-6	.	-0.2%	4%	11%	.	-1%
9	Cc1ccc(CN2CCN(/N=C\c3cccc([N+](=O)[O-])c3)CC2)cc1	-1%	-1%	1%	6%	-7	-1%	-0.2%	-4%	-5%	-1%	3%
10	Cc1ccc(-n2c3nc(=O)[nH]c(=O)c-3cc3c(C)nn(-c4ccccc4)c32)c(C)c1	1%	-9%	-1%	0%	1	-2%	0.1%	9%	-1%	-18%[46.1 µM]	11%
11	COc1ccccc1N1CCN(C(c2cccs2)C(C)NS(=O)(=O)c2ccccc2)CC1 (stereo unspecified)	-3%	-12%	?	-1%	-9	-3%	0.0%	4%	?	4%	?
12	Cc1c(O)ccc(C(=O)CN2CCN(c3ccccc3F)CC2)c1O	0%	3%	-11%	2%	13	-1%	-0.1%	-2%	?	9%	4%
13	COC(=O)c1onc(-c2ccccc2)c1C(=O)OC	-1%	0%	4%	1%	-7	-2%	-0.1%	-9%	5%	-5%	-4%
14	CCOc1ccc(NC(=S)N2CCC(NC(=O)c3ccco3)CC2)cc1	-6%	1%	2%	2%	20	-3%	0.3%	9%	4%	7%	18%
15	Cc1nc(SCc2nc3ccccc3[nH]2)c2oc3ccc(Br)cc3c2n1	14%	0%	0%	4%	13	0%	-0.2%	-3%	.	0%	?
16	Cc1ccc(N=Nc2c(N)nn3c(C)cc(C)nc23)cc1	-1%	?	2%	1%	2	-4%	-1.9%	-9%	7%	2%[46.1 µM]	-23%
17	O=C(c1ccco1)N1CCN(S(=O)(=O)/C=C/c2ccccc2)CC1	-2%	5%	1%	0%	8	-4%	-0.1%	10%	-7%	-91%	-5%
18	Cc1cc(C)nc(Sc2ccc(/C=C(\C#N)C(=O)Nc3ccccc3)o2)n1	-3%	?	-6%	1%	-10	-4%	3.7%	2%	-9%	4%	-1%
19	CN(CC(=O)NCCc1ccccc1)S(=O)(=O)c1cccc2nsnc12	0%	-1%	-6%	-6%	10	-1%	-0.6%	15%	.	4%[46.1 µM]	-17%
20	CC(C)C[C@H](NC(=O)c1nc[nH]c1C(=O)N1CCNCC1)C(=O)OC(C)(C)C	7%	0%	7%	1%	-7	-1%	-0.2%	20%	-10%	-5%	6%
21	O=C(COC(=O)CNS(=O)(=O)c1ccc(Br)cc1Cl)NCCc1ccccc1	2%	1%	-2%	-1%	-22	-2%	-0.6%	8%	-1%	0%	3%
22	Cc1csc2sc(-c3ccnc(SCC(=O)NCc4ccccc4)n3)c(C)c12	1%	?	-2%	-1%	9	1%	-0.4%	9%	7%	1%	-6%
23	COc1cc(OC)cc(-c2nnc(NC(=O)CCS(=O)(=O)c3ccc(F)cc3)o2)c1	-2%	-8%	-9%	-1%	0	-4%	-0.1%	26%	11%	-2%	-25%
24	Cc1nnc2sc(SCc3ccccc3Cl)nn2c1=O	-7%	?	1%	4%	7	-1%	-0.1%	-8%	7%	-2%	?
25	O=C(O)c1ccc(Cl)c(S(=O)(=O)Nc2ccc(S(=O)(=O)Nc3cccc(Cl)c3)cc2)c1	18%	-1%	5%	3%	8	-6%	0.0%	5%	5%	-6%	-2%
26	O=C(Nc1nc2ccccc2[nH]1)c1ccc(OC(F)F)cc1	0%	?	-17%	0%	8	0%	0.4%	-2%	-3%	4%	?
27	N#CC1=C(N)SC(N)=C(C#N)C1c1cccc(O)c1	1%	2%	-13%	4%	16	?	0.3%	21%	1%	.	13%
28	COc1ccc(C(=O)NNC(=O)CCC(=O)Nc2cc(C)on2)cc1	-1%	4%	3%	3%	2	1%	-0.5%	6%	0%	3%[46.1 µM]	-2%
29	Cc1cc(C)nc(NC(=O)c2c(C(=O)O)noc2C)n1	3%	-2%	2%	8%	4	-3%	0.2%	-2%	-1%	1%	8%
30	COc1ccc(Oc2nc3c(C)cccn3c(=O)c2/C=C(\C#N)C(N)=O)cc1	0%	-6%	-3%	2%	-11	-4%	-0.4%	7%	5%	-3%	-1%
31	COc1ccc2c(Cl)c(-c3nnc(SCC(N)=O)n3C)sc2c1	4%	2%	15%	0%	12	-2%	-0.9%	17%	-5%	7%	0%
32	O=C(CCl)Nc1cc(SCC(O)CO)cc([N+](=O)[O-])c1 (stereo unspecified)	2%	?	-16%	2%	-11	-1%	-0.2%	1%	-4%	-1%	3.3µM*
33	COCCNC(=S)N/N=C/c1ccc2c(c1)OCCO2	4%	-12%	-6%	-12%	2	-1%	0.3%	-3%	-3%	-3%	13%
34	O=C(COC(=O)c1cccc(F)c1)Nc1ccc2c(c1)OCCO2	3%	4%	4%	-1%	-3	0%	-0.1%	16%	3%	3%	?
35	COc1ccc(S(=O)(=O)N(C)c2ccc(OCC(=O)Nc3cc(C)on3)cc2)cc1	3%	11%	4%	2%	-2	-12%	-0.6%	-2%	-6%	-97%	?
36	COc1ccnc2c1c(=O)n(Cc1ccc(Cl)cc1)c(=O)n2C	0%	-3%	0%	1%	-1	-4%	-0.7%	-5%	-22%	-1%	8%
37	CC(C)C(=O)Nc1cc2c3c(c1)CCC(=O)N3CCC2	-2%	-12%	-26%	-1%	-4	7%	0.4%	8%	3%	-2%	0%
38	O=C(CCC(=O)Nc1ccccc1Cl)NNC(=O)C1CCCCC1	3%	4%	-4%	2%	11	-1%	-0.5%	3%	.	4%	?
39	CCn1cc(S(=O)(=O)CC(=O)NC2CCCCC2)c2ccccc21	-2%	?	-2%	1%	-3	-6%	0.1%	-26%	1%	.	-14%
40	Cc1cc(C)c(-c2cc(C(=O)Nc3cc(C)ccc3C)[nH]n2)c(O)c1	0%	?	1%	0%	-6	-2%	0.6%	-11%	10%	-1%	1%
41	CCC(C)Sc1ccc(-c2nc3ccc(C)cn3c2NC2CCCCC2)cc1 (stereo unspecified)	1%	-8%	-36%	1%	-8	0%	-0.1%	-2%	-6%	-4%	1%

No enrichment for hits (roughly 3% active in at least one column).
